# CF NFkB block = inhibitors of PAF-induced NF-kB signaling, primary screen, cell-based, GFP fluorescence, uHTS; KKLEB NF-kB-GFP reporter, GFP fluorescence overnight; inhibition, % at 5 µM; 360,000 compounds, 0.86% hits;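 active = at least 50% inhibition at 5 µM, scaled per plate between neutral and stimulator controls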;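 note: PAF is a Pseudomonas aeruginosa culture filtrate used as stimulus; plate controls were PAF-stimulated DMSO wells for no effect and unstimulated DMSO wells for full effect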
# TWEAK Fn14 block = inhibitors of TWEAK-Fn14 signaling, primary screen, luciferase reporter cells, uHTS. TWEAK-stimulated Fn14 reporter cells, luciferase luminescence, 8 h. inhibition, % at 10 µM. 360,000 compounds, 2% hits. AID 1159606, 2016; in the data active = inhibition above about 50%
# EBV LMP1 NFkB = EBV LMP1-driven NF-kappaB luciferase reporter inhibitors, primary screen, cell-based, luminescence, single point; LMP1-induced NF-kappaB luciferase reporter cells; inhibition, % at 12.5 µM; 350,000 compounds, 0.69% hits; in the data active = inhibition above about 41%; inconclusive = no clear call, values can overlap the other calls;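 note: 0% = neutral control wells and 100% = reference inhibitor control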
# SRC1 inh = SRC1 coactivator transcriptional activity inhibitors, primary screen, cell-based, luminescence | 360,000 compounds, 0.12% hits | HEK293 GAL4-SRC1 luciferase reporter | inhibition, % at 3.6 µM | Nuclear receptor coactivator 1 (Homo sapiens), Q15788 | AID 588354, 2011;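 active = inhibition above the campaign mean plus 3 SD, with each screening campaign given its own cutoff, cut at about 60% in these data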;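 note: 0% = DMSO treated cells and 100% = gossypol at 36 µM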
# TROY NFkB inh = inhibitors of TROY-driven NF-kB signaling, primary screen, Q293 LMP1-TROYcd cells, NF-kB luciferase, uHTS; 360,000 compounds, 0.98% hits; Q293 LMP1-TROYcd NF-kB luciferase reporter, 4 h; inhibition, % at 10 µM;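 active = compounds whose plate-normalised and pattern-corrected inhibition of the luciferase reporter signal at the single screening dose is 50% or more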
# TRAIL sens C8 = viability loss with TRAIL in NB7+C8 cells, primary screen, TRAIL sensitizer project, cell-based, ATPlite luminescence. inhibition (viability loss, TRAIL sensitization), % at 10 µM. AID 624354, 2012. 360,000 compounds, 1% hits;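 active = compounds causing at least 50% loss of cell viability in the single-dose screen, relative to plate controls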
# NCOA3 inh = SRC3 coactivator transcriptional activity inhibitors, primary screen, cell-based, luminescence; AID 588352, 2011; inhibition, % at 3.6 µM; 360,000 compounds, 0.17% hits; HEK293 GAL4-SRC3 luciferase reporter;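 active = inhibition above a per-campaign cutoff, the mean of all compounds plus 3 SD, cut at about 60% in these data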;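 note: 0% = DMSO-treated cells and 100% = gossypol-treated cells at 36 µM; higher means less SRC3-driven luciferase light from the GAL4 reporter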
# NR2F2 inh = NR2F2 transcriptional activity inhibitors, primary screen, cell-based, luciferase reporter, HEK293T, luminescence; HEK293T NGFI-A luciferase reporter; AID 686940, 2013; inhibition, % at 8.6 µM; COUP transcription factor 2 (Homo sapiens), P24468; 370,000 compounds, 0.7% hits;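 active = inhibition above a per-plate cutoff, mean inhibition of test wells between control levels plus 3 SD, cut at about 38% in these data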;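 note: cells cotransfected with COUP-TFII expression vector driving the NGFI-A reporter; 0% = median of COUP-TF2 test wells and 100% = reporter-only cells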
# Target sequence (P24468 whole entry, looked up): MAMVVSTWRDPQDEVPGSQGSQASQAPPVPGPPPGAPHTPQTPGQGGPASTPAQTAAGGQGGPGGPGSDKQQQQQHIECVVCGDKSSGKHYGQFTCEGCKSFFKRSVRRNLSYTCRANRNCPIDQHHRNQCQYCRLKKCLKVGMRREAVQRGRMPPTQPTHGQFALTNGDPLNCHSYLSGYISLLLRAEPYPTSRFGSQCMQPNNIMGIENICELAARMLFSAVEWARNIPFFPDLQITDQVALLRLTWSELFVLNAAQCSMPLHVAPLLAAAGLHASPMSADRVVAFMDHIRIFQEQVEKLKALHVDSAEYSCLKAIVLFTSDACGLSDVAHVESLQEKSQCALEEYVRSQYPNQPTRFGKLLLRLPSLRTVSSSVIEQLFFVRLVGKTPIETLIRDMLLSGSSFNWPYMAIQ
# LRH-1 inv ag = LRH-1 (NR5A2) inverse agonists, primary screen, cell-based, luminescence, HEK293T, StAR-luciferase reporter; Nuclear receptor subfamily 5 group A member 2 (Homo sapiens), O00482; LRH-1 transfected, 24 h; inhibition, % at 3.6 µM; 360,000 compounds, 0.13% hits;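 active = inhibition above the mean inhibition of all tested compounds plus 3 SD, cut at about 73% in these data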;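 note: 0% = DMSO wells and 100% = reporter-only cells lacking LRH-1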
# Target sequence (O00482 whole entry, looked up): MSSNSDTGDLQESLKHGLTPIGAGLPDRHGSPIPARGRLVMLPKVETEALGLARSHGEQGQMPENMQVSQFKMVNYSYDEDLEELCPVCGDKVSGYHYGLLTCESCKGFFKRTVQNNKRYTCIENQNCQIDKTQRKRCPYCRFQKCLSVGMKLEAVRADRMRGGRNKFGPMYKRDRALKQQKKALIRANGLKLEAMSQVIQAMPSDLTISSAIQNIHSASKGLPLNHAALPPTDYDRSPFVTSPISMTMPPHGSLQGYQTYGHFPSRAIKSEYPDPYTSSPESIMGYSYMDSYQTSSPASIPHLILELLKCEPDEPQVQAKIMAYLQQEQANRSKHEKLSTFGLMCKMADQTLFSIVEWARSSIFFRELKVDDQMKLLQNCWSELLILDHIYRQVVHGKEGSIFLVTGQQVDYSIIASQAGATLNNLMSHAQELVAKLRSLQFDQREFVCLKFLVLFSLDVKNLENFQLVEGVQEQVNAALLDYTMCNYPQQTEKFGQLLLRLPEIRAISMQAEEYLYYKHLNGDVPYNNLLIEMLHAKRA
# Shn3 inh set2 = reduction of Shn3 3'UTR firefly luciferase signal, primary screen, Schnurri-3 inhibitor project, cell-based, Clone20 osteoblasts, set 2 | Clone20 osteoblast Shn3 3'UTR firefly luciferase, 24 h | inhibition, % at 12.5 µM | 360,000 compounds, 0.52% hits | AID 588674, 2011;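 active = mean inhibition of at least 75% with every replicate also reaching 75%; inconclusive = mean inhibition at least 75% but some replicate below; inactive = mean inhibition below 75%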;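 note: 0% = median of neutral control wells and 100% = pilot-screen positive control compound; some compounds past the cut are filed as inactive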
# KKLEB tox = cytotoxicity in KKLEB CF airway cells, primary screen, cytotoxicity control for CF NF-kB inhibitor project, cell-based, uHTS, fluorescence assay plates; KKLEB CF airway cells viability, ATPlite luminescence, overnight; stronger effect = lower value; cells stimulated with P. aeruginosa culture filtrate; activity change (cytotoxicity), % at 5 µM; 360,000 compounds, 0.36% hits;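 active = corrected activity change at or below -50% at 5 µM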
# * hit, by the source's call; ? = inconclusive; nt = no result given. An excerpt, so the mix of outcomes need not match the whole.
SMILES,CF NFkB block,TWEAK Fn14 block,EBV LMP1 NFkB,SRC1 inh,TROY NFkB inh,TRAIL sens C8,NCOA3 inh,NR2F2 inh,LRH-1 inv ag,Shn3 inh set2,KKLEB tox
CCc1ccc(/C=C2/SC(=S)N(CCCC(=O)Nc3ccccc3C(=O)O)C2=O)cc1,12,33,2,-32,75*,-10,12,5,-5,9,4
CCc1cccc2c(/C=N/NC(=O)c3cccc(S(=O)(=O)Nc4ccccc4Cl)c3)c[nH]c12,-4,1,13,6,17,-1,10,8,3,-28,7
Cc1ccc2[nH]cc(CCNC(=O)c3ccc4c(c3)OCO4)c2c1,-18,-3,-3,-9,-2,-9,-5,14,-27,-1,1
CC(=O)Nc1ccc(CNc2nc(NC(C)C)nc3cc(-c4ccccc4)sc23)cc1,-28,-233,nt,-37,-94,31,-50,-57,-13,23,-56*
COc1ccccc1NC(=O)N1CCCC1C(=O)NC1CCCCC1 (stereo unspecified),9,9,-15,-6,-4,-19,8,-4,-12,-3,7
NC(=O)C1CCN(C(=O)C2CC(=O)N(c3ccc4c(c3)OCCO4)C2)CC1 (stereo unspecified),-21,11,-2,-1,-22,2,9,7,-7,3,11
Cc1c(O)ccc2c(CC(=O)N[C@@H](Cc3c[nH]c4ccccc34)C(=O)O)cc(=O)oc12,-12,21,-5,-6,2,-23,1,10,0,-11,-8
COc1ccc(NC(=O)CN2CCC(n3c(C)nc4cc(F)ccc43)CC2)c(OC)c1,14,-29,17,0,2,-1,-4,7,15,10,-4
COc1ccc(C(=O)NN2C(=S)N(c3ccc(OC)cc3)C(=O)C2CC(N)=O)cc1 (stereo unspecified),-1,3,-2,-6,2,-1,8,-10,-16,1,-4
CCOC(=O)N1CCN(C(=O)C(=O)c2cn(CC(=O)N3CCCCCC3)c3ccccc23)CC1,2,1,4,-10,0,1,15,-1,25,-18,3
Cc1cc(C(F)(F)F)nc(SCc2ccc(C(=O)O)o2)n1,0,5,-3,-5,7,-7,8,0,-1,6,-2
CCN(CC(=O)NCc1ccccn1)S(=O)(=O)c1ccc(OC)cc1,-6,10,-1,-5,-3,29,-10,-12,-9,0,1
CSc1nc2ccc(S(=O)(=O)N3CCOCC3)cc2s1,-8,25,0,12,24,-1,12,9,4,-41,-2
COC(=O)c1ccccc1NC(=S)N(Cc1ccc2c(c1)OCO2)Cc1cc2cc(OC)ccc2[nH]c1=O,-1,31,7,-20,2,6,1,6,18,89*,-10
COc1ccc(-c2ccccc2)cc1NC(=O)c1cccs1,-28,1,0,20,-40,-4,-11,-15,-6,-30,0
C=CC(=O)N(CCC)C(c1ccccc1)c1ccccc1OC (stereo unspecified),9,11,-2,17,-7,1,-5,16,9,-12,-14
CCOC(=O)c1c(-c2ccccc2)oc2cc(CN(C)C)c(O)c(CN(C)C)c12,40,44,5,23,42,-9,25,34,21,94*,17
C/C(CC(=O)Nc1ccc2c(c1)OCCO2)=N\NC(=O)COc1ccc(C)cc1Br,1,-12,5,-10,-2,-13,6,6,-16,10,1
CN(CCc1ccccn1)C(=O)CC1C(=O)NCCN1Cc1cccc(F)c1 (stereo unspecified),7,-15,0,12,-7,8,7,-4,-16,-104,2
Cc1ccc2c(c1)C1CN(C)CCC1N2S(=O)(=O)c1cccc(F)c1 (stereo unspecified),13,1,-3,14,-20,-6,21,-15,15,-25,-11
Cc1cc(Cl)ccc1C(=O)C1CCCN(C(=O)c2ccoc2)C1 (stereo unspecified),-10,-1,-1,-12,4,2,6,9,-4,-12,6
c1ccc(-c2nnc(-c3ccco3)o2)cc1,-8,7,-14,-86,-47,2,-46,-41,-104,-109,8
Cc1ccc(C(C)C)c(OCCCN2C(=O)NC(C)(C)C2=O)c1,10,-16,-10,-58,-11,0,1,-14,1,16,2
COCCNc1ccnc2c(Cl)cccc12,-4,0,-3,5,-20,-6,-10,3,24,27,3
O=C(CCc1nnc(Cc2cccc(C(F)(F)F)c2)o1)NC1CC1,2,-5,-2,12,4,-1,9,-1,11,-35,0

# 12 entries from above, with two lines to a compound.
# Below each SMILES: CF NFkB block | TWEAK Fn14 block | EBV LMP1 NFkB | SRC1 inh | TROY NFkB inh | TRAIL sens C8 | NCOA3 inh | NR2F2 inh | LRH-1 inv ag | Shn3 inh set2 | KKLEB tox
> CCN(CC(=O)NCc1ccccn1)S(=O)(=O)c1ccc(OC)cc1
  -6 | 10 | -1 | -5 | -3 | 29 | -10 | -12 | -9 | 0 | 1
> CSc1nc2ccc(S(=O)(=O)N3CCOCC3)cc2s1
  -8 | 25 | 0 | 12 | 24 | -1 | 12 | 9 | 4 | -41 | -2
> COC(=O)c1ccccc1NC(=S)N(Cc1ccc2c(c1)OCO2)Cc1cc2cc(OC)ccc2[nH]c1=O
  -1 | 31 | 7 | -20 | 2 | 6 | 1 | 6 | 18 | 89* | -10
> COc1ccc(-c2ccccc2)cc1NC(=O)c1cccs1
  -28 | 1 | 0 | 20 | -40 | -4 | -11 | -15 | -6 | -30 | 0
> C=CC(=O)N(CCC)C(c1ccccc1)c1ccccc1OC (stereo unspecified)
  9 | 11 | -2 | 17 | -7 | 1 | -5 | 16 | 9 | -12 | -14
> CCOC(=O)c1c(-c2ccccc2)oc2cc(CN(C)C)c(O)c(CN(C)C)c12
  40 | 44 | 5 | 23 | 42 | -9 | 25 | 34 | 21 | 94* | 17
> C/C(CC(=O)Nc1ccc2c(c1)OCCO2)=N\NC(=O)COc1ccc(C)cc1Br
  1 | -12 | 5 | -10 | -2 | -13 | 6 | 6 | -16 | 10 | 1
> CN(CCc1ccccn1)C(=O)CC1C(=O)NCCN1Cc1cccc(F)c1 (stereo unspecified)
  7 | -15 | 0 | 12 | -7 | 8 | 7 | -4 | -16 | -104 | 2
> Cc1ccc2c(c1)C1CN(C)CCC1N2S(=O)(=O)c1cccc(F)c1 (stereo unspecified)
  13 | 1 | -3 | 14 | -20 | -6 | 21 | -15 | 15 | -25 | -11
> Cc1cc(Cl)ccc1C(=O)C1CCCN(C(=O)c2ccoc2)C1 (stereo unspecified)
  -10 | -1 | -1 | -12 | 4 | 2 | 6 | 9 | -4 | -12 | 6
> c1ccc(-c2nnc(-c3ccco3)o2)cc1
  -8 | 7 | -14 | -86 | -47 | 2 | -46 | -41 | -104 | -109 | 8
> Cc1ccc(C(C)C)c(OCCCN2C(=O)NC(C)(C)C2=O)c1
  10 | -16 | -10 | -58 | -11 | 0 | 1 | -14 | 1 | 16 | 2

# Next part.
SMILES,CF NFkB block,TWEAK Fn14 block,EBV LMP1 NFkB,SRC1 inh,TROY NFkB inh,TRAIL sens C8,NCOA3 inh,NR2F2 inh,LRH-1 inv ag,Shn3 inh set2,KKLEB tox
Cc1cc(C(=O)Nc2ccccc2N2CCOCC2)ccc1[N+](=O)[O-],-4,-17,7,8,0,-7,9,3,3,-4,16
CCC(C(=O)NCc1ccc(F)cc1)N(Cc1cccs1)C(=O)c1snc(C(N)=O)c1N (stereo unspecified),0,2,0,-8,10,10,0,-18,-2,-8,-10
CCN(CC)S(=O)(=O)c1ccc(N(C)C)c(NC(=O)C2CCCC2)c1,14,0,-7,14,7,2,2,15,21,-4,6
COc1ccc(C(=O)Nc2nnc(C3=COCCO3)o2)cc1,5,-20,-4,-2,10,6,4,-9,-15,3,4
COc1ccc(-c2cc(=O)[nH]c3ccccc23)cc1,21,3,-2,0,13,0,-8,6,19,17,-11
O=C(Nc1cc(S(=O)(=O)N2CCOCC2)ccc1N1CCOCC1)c1cn2ccccc2n1,-2,-18,1,-15,5,-13,-8,0,10,11,3
NC(=S)N=Nc1c(O)[nH]c2cc(F)c(F)cc12,-49,-16,7,-2,-4,-20,3,-12,-32,8,-3
CS(=O)(=O)c1ccc(C(=O)Nc2ccc(-c3nc4ccccc4[nH]3)cc2)cc1,-7,-6,-4,-21,8,12,-43,-23,-22,-28,2
COc1cc(NC(=O)Cn2nnc(-c3ccncc3)n2)cc(OC)c1,4,-6,7,4,11,5,24,18,-15,-10,-3
Cc1ccc(C2=NN(C(=O)CCC(=O)O)C(c3ccc4c(c3)OCO4)C2)cc1 (stereo unspecified),21,0,4,0,24,-39,-30,-1,4,-10,-3
O=C(/C=C/c1ccc2c(c1)OCO2)Nc1nncs1,5,10,nt,-62,-23,44,-20,-46,-96,-33,-3
O=C1NC[C@H](CCCCN2C[C@H](Cc3ccc(O)cc3)N(CCC3CCCCC3)C(=O)C2=O)N(CCc2ccccc2)C1=O,nt,6,nt,nt,0,-4,nt,-1,3,nt,nt
O=C1CCCN2N=C(SCC(=O)Nc3ccc(OC(F)(F)F)cc3)SC2=N1,-10,4,7,6,-12,17,6,4,21,10,4
O/N=C1/CCCSc2ccccc21,-3,-7,2,-17,1,8,2,21,-13,-6,0
O=C(Nc1ccccc1C(F)(F)F)c1cc(S(=O)(=O)N2CCC3(CC2)OCCO3)ccc1F,3,-10,0,-23,5,2,3,-2,-7,10,-1
COc1cc(SC)ccc1C(=O)NCC1CCCO1 (stereo unspecified),-25,-15,-7,-30,-27,9,-37,-3,-18,-9,11
COc1ccc(Cc2nn3c(Cn4nnc5ccccc54)nnc3s2)cc1,-8,8,1,3,-1,1,-8,6,10,17,5
O=C(O)C1C2CC3OC(=O)C1C3C2 (stereo unspecified),14,12,-2,-47,-16,-3,-1,1,-4,3,-4
COCCNC(=O)C1(C)CCCN(C(=O)c2ccc3snnc3c2)C1 (stereo unspecified),7,3,nt,-7,2,0,3,-18,13,-47,-7
OC[C@@H]1CN(Cc2ccc(-c3ccccc3)cc2)C[C@H](n2cnc3c(NC4CCC4)ncnc32)O1,2,59*,nt,13,36,6,7,69*,45,?,-6
COc1ccccc1NC(=O)CNC(=O)Cn1c(C)cc2ccccc2c1=O,-2,-9,3,12,-21,4,10,4,9,10,0
CCOC(=O)C1C(=O)CC(C)(O)C(C(=O)OCC)C1c1ccc(N(CC)CC)cc1 (stereo unspecified),13,-1,-8,6,2,-3,22,-5,3,-12,-6
CCCCn1c(N)c(N(CCC(C)C)C(=O)Cc2ccc(S(=O)(=O)N3CCOCC3)s2)c(=O)[nH]c1=O,-43,-15,7,5,-11,-12,-1,19,-6,-1,10
Cc1ccc(N(CCC#N)C(=O)CN2C(=O)NC(Cc3ccccc3)C2=O)cc1 (stereo unspecified),-1,-8,-3,-41,-3,-1,5,-7,-1,12,9
CCC(NC(=O)c1oc2ccccc2c1COC)c1ccc(OC)cc1 (stereo unspecified),22,-13,-3,-6,-5,-22,4,12,18,2,-2
